phage Ecoli inh – growth loss of phage-infected E. coli, primary screen, RecBCD inhibitor project, absorbance, with phage, HTS; AID 651602, 2012; actives 0.26% (n = 360,000); inhibition, % at 11.9 µM; in the data active means inhibition above about 11%
Pemphigus Ab inh – inhibitors of pemphigus antibody binding to DSG3, primary screen, biochemical, bead-based, flow cytometry, scFv-GFP; actives 0.48% (n = 310,000); DSG3-coupled beads, scFv-anti-DSG3-GFP binding; hits give low values; binding (percent of control), % at 10 µM; AID 588358, 2011; Desmoglein-3 (Homo sapiens), P32926;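 active means binding more than 3 SD below its plate's average and above zero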;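 further: hits lower antibody fragment binding to DSG3; some compounds called inactive have numbers as strong as hits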
Target sequence (P32926 whole entry, looked up, the tested form may be a part): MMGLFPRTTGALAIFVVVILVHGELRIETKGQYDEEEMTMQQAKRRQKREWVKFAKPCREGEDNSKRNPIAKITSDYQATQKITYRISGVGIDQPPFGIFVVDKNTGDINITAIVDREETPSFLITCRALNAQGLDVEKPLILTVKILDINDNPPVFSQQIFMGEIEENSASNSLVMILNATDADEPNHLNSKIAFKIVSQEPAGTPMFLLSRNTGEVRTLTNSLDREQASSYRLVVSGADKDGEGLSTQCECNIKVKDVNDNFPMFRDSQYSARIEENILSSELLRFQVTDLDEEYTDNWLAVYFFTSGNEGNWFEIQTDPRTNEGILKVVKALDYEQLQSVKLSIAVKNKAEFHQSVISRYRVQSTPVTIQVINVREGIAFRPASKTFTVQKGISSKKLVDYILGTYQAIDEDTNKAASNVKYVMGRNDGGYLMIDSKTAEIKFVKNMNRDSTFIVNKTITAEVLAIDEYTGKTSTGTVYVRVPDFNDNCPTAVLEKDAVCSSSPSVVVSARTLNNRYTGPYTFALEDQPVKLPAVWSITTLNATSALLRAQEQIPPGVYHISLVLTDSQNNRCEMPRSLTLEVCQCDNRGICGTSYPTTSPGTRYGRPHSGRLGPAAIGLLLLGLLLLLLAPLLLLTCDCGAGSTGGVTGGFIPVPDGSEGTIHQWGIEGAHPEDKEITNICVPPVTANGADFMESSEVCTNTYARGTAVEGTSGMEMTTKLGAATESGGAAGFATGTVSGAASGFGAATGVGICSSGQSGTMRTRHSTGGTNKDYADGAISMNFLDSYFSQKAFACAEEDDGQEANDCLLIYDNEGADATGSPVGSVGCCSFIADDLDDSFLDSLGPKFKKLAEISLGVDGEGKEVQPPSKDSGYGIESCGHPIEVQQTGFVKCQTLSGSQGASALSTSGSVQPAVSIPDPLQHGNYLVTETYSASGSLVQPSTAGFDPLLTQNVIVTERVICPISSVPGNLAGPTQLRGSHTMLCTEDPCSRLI
Ecoli viability – E. coli V3065 growth inhibition, primary screen, counter-screen for AddAB inhibitor project, absorbance, OD600; actives 0.27% (n = 330,000); 18 h; inhibition, % at 11.9 µM;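 active means inhibition above the campaign's mean inhibition across all tested compounds plus 3 SD, cut at about 9.9% in these data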;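 further: uninfected addAB+ strain grown without phage in ampicillin broth; 0% = DMSO wells and 100% = ciprofloxacin 0.95 µg/ml wells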
AddAB inh – growth inhibition of E. coli expressing H. pylori AddAB, primary screen, AddAB inhibitor project, absorbance; inhibition, % at 11.9 µM; actives 0.29% (n = 330,000); in the data active means inhibition above about 12%;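 further: 0% = vehicle wells of infected cells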
PfHsp90 set2 – growth inhibition of PfHsp90-expressing yeast, primary screen, antimalarial PfHsp90 inhibitor project, S. cerevisiae, BacTiter-Glo luminescence, single point, set 2 | BacTiter-Glo ATP, 48 h; yeast lacking PDR1 and PDR3 efflux regulators | actives 0.32% (n = 310,000) | inhibition, % at 9.4 µM;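 active means every replicate shows inhibition above about 80%, whatever the replicate mean, limit read from the data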;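 further: 0% = DMSO neutral controls and 100% = 20 µM radicicol positive controls; yeast relying on Plasmodium falciparum Hsp90 in place of its own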
HTR5A ag – HTR5A agonists in luminescence cell assay, primary screen, counter-screen for OPRM1-OPRD1 heterodimer agonist project, full-deck HTS | cell-based | activation, % at 9.3 µM | 5-hydroxytryptamine receptor 5A (Homo sapiens), P47898 | actives 0.61% (n = 340,000); in the data active means activation mostly above about 9.5%, no sharp cut-off; inactive means mostly below about 7.6%;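 further: 0% = cells with vehicle only and 100% = reference agonist; strong numbers were not always called active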
OPRM1-OPRD1 inv – inverse agonists of MOR-DOR heterodimerization, primary screen, cell-based, luminescence; Mu-type opioid receptor (Homo sapiens) + Delta-type opioid receptor (Homo sapiens), …; cell-based MOR-DOR heterodimer luminescence, inverse agonism; inhibition, % at 9.3 µM; actives 0.21% (n = 340,000); in the data active means inhibition above about 22%, passing the limit was not always enough;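 further: 0% = cells with DMSO and 100% = wells without cells with DMSO; values of inactives mirror those of a sister screen read the other way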
HTR5A inv ag – HTR5A inverse agonists in luminescence cell assay, primary screen, counter-screen for OPRM1-OPRD1 heterodimer inverse agonist project, full-deck HTS; HTR5A cell line, inverse agonism; inhibition, % at 9.3 µM; actives 0.083% (n = 340,000); in the data active means inhibition mostly above about 23%, no sharp cut-off; inactive means mostly below about 18%;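 further: 0% = cells with DMSO and 100% = no-cell wells with DMSO; some compounds called inactive have numbers as strong as hits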
OPRM1-OPRD1 ag – agonists of OPRM1-OPRD1 heterodimerization, primary screen, cell-based, luminescence; cells; Mu-type opioid receptor (Homo sapiens) + Delta-type opioid receptor (Homo sapiens), …; actives 0.3% (n = 340,000); AID 504326, 2011; activation, % at 9.3 µM; in the data active means activation above about 18%;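 further: 0% = vehicle-treated cells and 100% = reference agonist; values of inactives mirror those of a sister screen read the other way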
Mot1-301 SUMO – yeast Mot1-301 growth rescue at high temperature, primary screen, SUMOylation pathway inhibitor project, S. cerevisiae, ATP luminescence, 38.5C; S. cerevisiae Mot1-301 growth rescue; percent above DMSO median, 100 means doubled; growth rescue, % at 18.8 µM; actives 1% (n = 320,000);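 active means every valid replicate shows activation above 250% relative to neutral control wells; inactive means the rest, any valid replicate at or below 250%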;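 further: OY570 slx delta 5 strain wells were the positive control but not used for scaling; some compounds called inactive have numbers as strong as hits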
PKA-R1A act – activators of PKA-R1A holoenzyme, primary screen, biochemical, fluorescence polarization, Cy5-IP20, bovine R1A, mouse PKAc; actives 0.083% (n = 340,000); activation, % at 11.4 µM; PKA-R1A dissociation; scaled: DMSO 0%, 113 µM cGMP 100%;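 active means percent activation above the mean of all tested compounds plus 3 SD, cut at about 19% in these data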;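 further: higher means more PKAc released from R1A so a rise in polarization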
Numbers without * were called inactive; · = no result given; & = joins results of further samples.

SMILES | phage Ecoli inh | Pemphigus Ab inh | Ecoli viability | AddAB inh | PfHsp90 set2 | HTR5A ag | OPRM1-OPRD1 inv | HTR5A inv ag | OPRM1-OPRD1 ag | Mot1-301 SUMO | PKA-R1A act
Cc1c(-c2ccccc2)oc2c(C(=O)N3CCN(c4ccccc4F)CC3)cccc2c1=O | 0.3 | 76.5 | 0.1 | 1.6 | 9.1 | 1.5 | 8.1 | 7.7 | -1.6 | -12.2 | -1.4
Cc1ccc(S(=O)(=O)C(C#N)c2nc3ccccc3nc2N2CCCC2)cc1C (stereo unspecified) | 1.0 | 131.3 | 0.7 | 0.1 | · | -4.6 | -20.0 | 7.9 | 3.5 | -14.3 | -8.0
Cc1c(Cl)cccc1NC(=O)CSCc1cc(=O)[nH][nH]1 | 0.6 | 99.0 | -0.3 | -0.6 | -4.7 | 2.6 | 8.1 | 10.3 | -1.5 | 29.2 | 0.8
COC(=O)c1ccc(OCC2c3cc(OC)c(OC)cc3CCN2C(C)=O)cc1 (stereo unspecified) | 1.4 | 115.8 | -0.8 | 1.6 | 13.0 | -1.4 | 5.0 | 3.5 | -1.1 | -1.2 | 0.3
COC(=O)CSc1nnc(-c2cccnc2)n1-c1cccc(OC)c1 | 1.4 | 85.0 | 1.2 | 0.6 | -26.4 | -1.9 | 3.9 | -7.4 | -0.7 | -11.4 | -2.9
Cc1ccc2nc(SCC(=O)Nc3ccc4[nH]c(=O)[nH]c4c3)[nH]c2c1 | 3.1 | 102.5 | · | · | · | -5.5 | 10.5 | 15.1 | -1.7 | · | 5.1
Cc1csc(SCc2nnc(-c3ccc(Cl)cc3)o2)n1 | 3.8 | 106.0 | 0.3 | -1.1 | 2.1 | -1.1 | 20.5 | 6.7 | -3.6 | 11.1 | 9.5
O=C(NC(c1ccccc1)c1ccccc1)C1CCCC1 | 4.2 | 105.2 | 0.0 | 0.0 | -9.9 | -0.8 | -5.8 | 2.8 | 1.0 | 15.4 | -7.9
Cc1onc(-c2ccccc2Cl)c1C(=O)N1CCC(C(N)=O)CC1 | -0.9 | 104.4 | · | · | -6.3 | 2.1 | -16.3 | -22.5 | 2.0 | · | 9.8
CCCCCCCCNCCS(=O)(=O)NCCCCCCCC | 6.0 | 112.7 | · | · | -6.0 | -0.1 | -8.6 | 0.2 | 1.9 | · | -1.9
C=CCn1c(SCC#N)nc2sc(CC)cc2c1=O | 0.0 | 113.0 | 1.2 | 2.2 | · | 1.8 | 8.6 | 9.7 | -1.8 | 4.8 | 1.2
C[C@]12c3[nH]c4ccc(Cl)cc4c3CCN1C(=O)[C@@H](CC(=O)NCCN1CCOCC1)C[C@@H]2C(=O)N1CCOCC1 | 3.1 | 96.3 | 1.6 | 0.2 | -15.7 | 2.3 | 1.8 | -8.3 | -0.3 | · | -0.5
Cc1ccc(-n2[nH]c(=O)c(-c3ccccn3)c2C)cc1 | 2.8 | 100.2 | -1.4 | -2.6 | -0.1 | -3.4 | 10.2 | 8.8 | -1.8 | 222.9 | -1.7
O=c1c2c3nc4ccccc4nc3n(CCN3CCOCC3)c2ncn1CCN1CCOCC1 | -1.8 | 92.6 | · | · | -4.4 | 6.1 | 12.5 | 10.0 | -2.4 | · | 1.1
O=C(NCc1ccccc1)NCC12CC3CC(CC(C3)C1)C2 | 1.4 | 118.0 | 2.9 | 1.2 | · | 1.1 | -14.9 | -2.9 | 3.0 | 64.1 | -14.8
Cc1ccc(C(=O)Nc2cccc(C(F)(F)F)c2)cc1NC(=O)c1csc(-c2ccncc2)n1 | · | 108.0&90.8 | -1.4 | 1.4 | -16.8 | 10.3 | -1.9 | -30.3 | 0.3 | 1.5 | -5.7&-1.1
O=C1CCN(C(=S)NCCc2ccccc2)CC1 | 4.3 | 116.3 | 1.9 | 1.4 | -2.1 | 1.7 | 14.5 | -4.3 | -3.0 | -15.6 | 0.3
O=C(Nc1cccnc1)c1ccc(Cl)cc1[N+](=O)[O-] | 2.7 | 97.9 | 0.1 | 2.4 | 10.2 | -0.4 | 6.9 | 1.1 | -1.3 | · | -7.5
COc1nccnc1NS(=O)(=O)c1ccc(NC(=S)NC(=O)c2ccccc2F)cc1 | 5.0 | 102.1 | 3.2 | 5.6 | -36.1 | -2.0 | 1.2 | 12.0 | -0.2 | 16.7 | -20.3
O=C1CNC(=O)c2c(nc3n2CCC3)N1 | 1.4 | 107.4 | 0.1 | -1.6 | 5.8 | 2.5 | 21.9 | -14.8 | -3.9 | -3.9 | -9.3

Some of these compounds in order of their number in PKA-R1A act, high to low.
SMILES,PKA-R1A act
Cc1csc(SCc2nnc(-c3ccc(Cl)cc3)o2)n1,9.5
C=CCn1c(SCC#N)nc2sc(CC)cc2c1=O,1.2
Cc1c(-c2ccccc2)oc2c(C(=O)N3CCN(c4ccccc4F)CC3)cccc2c1=O,-1.4

Next part.
SMILES | phage Ecoli inh | Pemphigus Ab inh | Ecoli viability | AddAB inh | PfHsp90 set2 | HTR5A ag | OPRM1-OPRD1 inv | HTR5A inv ag | OPRM1-OPRD1 ag | Mot1-301 SUMO | PKA-R1A act
Cc1cc(C(=O)NNC(=O)Nc2cccc(C(F)(F)F)c2)no1 | 2.8 | 109.2 | 1.2 | 2.7 | 23.2 | · | · | · | · | -15.5 | ·
C#CCOCCOCCOCCNc1nc(N2CCN(C(=O)CCCCCCCCCCNC(=O)[C@H]([C@@H](C)CC)n3cc(CCCCN=C(N)N)nn3)CC2)nc(N2CCN(C(=O)CCCCCCCCCCNC(=O)[C@H](CO)n3cc(CCCSC)nn3)CC2)n1 | · | 145.2 | 4.7 | 2.1 | 26.6 | 2.8 | -33.6 | -7.2 | 5.9 | 2.4 | -2.6
CC(=O)OC1CCC2C3CCC4=C(CC(F)C(=O)C4)C3CCC12C (stereo unspecified) | 0.0 | 96.7 | · | · | · | -2.3 | -24.2 | 9.1 | 4.8 | · | -11.0
COC(=O)c1cc2sccc2n1CC(=O)N1CCCc2ccccc21 | 0.4 | 100.4 | -0.5 | -0.7 | 4.0 | 8.3 | 1.3 | -0.7 | -0.2 | 1.9 | -3.8
CCN1CCN(c2ccc(S(=O)(=O)N3CCOCC3)cc2N)CC1 | 6.0 | 96.8 | -0.6 | -0.6 | · | 4.7 | 7.6 | -16.9 | -1.4 | -7.5 | 2.5
Cc1csc(N(C(=O)CCNC(=O)c2ccc([N+](=O)[O-])cc2)c2ccccc2)n1 | 4.3 | 104.2 | 2.2 | 3.6 | 5.1 | -3.3 | -8.0 | 19.5 | 1.2 | -0.1 | 8.8
O=C1CC2(CCN1)CCN(Cc1ccccc1)CC2 | -0.4 | 100.7 | · | · | -16.0 | -2.7 | 1.7 | 10.4 | -0.4 | · | -6.8
Cc1ccc(S(=O)(=O)NNC(=S)Nc2cccc(C)c2C)cc1 | 2.3 | 100.4 | 1.7 | 3.5 | -21.8 | 2.2 | 18.9 | -6.5 | -3.5 | -3.4 | -12.2
c1coc(-c2nnc(-c3cccs3)o2)c1 | 3.1 | 100.6 | -0.1 | -0.2 | -20.6 | 0.0 | 13.7 | 9.4 | -2.7 | -2.9 | -5.6
COc1cc(NC(=S)Nc2ccc(N(C)C(C)=O)cc2)cc(OC)c1 | 4.0 | 100.7 | 0.0 | -0.6 | -6.2 | -2.8 | 6.0 | 6.9 | -1.1 | -20.8 | 3.4
O=C(O)c1ccc2c(c1)ncn2C1CCCCCC1 | 0.9 | 99.4 | 1.3 | 1.1 | -9.2 | 10.2 | 15.2 | 18.9 | -2.9 | -5.1 | 4.0
Cc1c(/C=C2\SC(=O)N(CC(=O)Nc3ccc4c(c3)OCO4)C2=O)c2ccccc2n1C | 0.2 | 109.6 | -0.7 | -1.4 | -18.8 | 4.3 | 12.7 | -11.0 | -2.2 | 10.2 | -11.7
N/C(=N\OC(=O)c1ccc([N+](=O)[O-])cc1Cl)c1ccccn1 | 2.4 | 96.9 | 1.3 | -0.8 | 6.0 | 3.9 | -39.1 | -19.3 | 7.8 | -25.7 | -6.8
Cc1ccc(NC(=S)Nc2ccc3cn[nH]c3c2)c(C)c1 | 2.9 | 108.0 | -0.1 | -0.5 | · | -2.4 | 14.3 | 6.0 | -3.0 | 4.0 | 3.6
CCC(CC)C(=O)NC12CC3CC(CC(C3)C1)C2 | 1.8 | 104.6 | -1.6 | 4.5 | -5.0 | 7.2 | 4.2 | 19.7 | -1.0 | -10.0 | 4.6
COc1cccc(CNS(=O)(=O)c2cc3c(cc2C)n(C)c(=O)c(=O)n3C)c1 | 2.7 | 108.0 | 2.4 | 5.0 | -0.5 | 1.1 | 12.6 | -3.0 | -2.5 | · | -5.2
O=C1c2ccccc2-c2onc3ccc(NCc4ccco4)c1c23 | · | 57.7* | -0.2 | 0.6 | 18.7 | -8.4 | -41.0 | 9.7 | 7.2 | -17.9 | -26.6
CC(c1ccccc1)C(CC(=O)O)C(=O)NC1CCCCC1 (stereo unspecified) | 0.9 | · | 0.8 | 2.5 | 8.7 | 0.3 | 8.2 | -0.9 | -1.5 | -2.8 | -0.2
Cn1c(CSc2nc3ccccc3s2)nnc1SCC(=O)NCCN1CCOCC1 | · | 101.0 | 4.2 | 1.0 | -6.8 | 0.5 | 14.7 | 10.8 | -2.6 | 913.3* | -8.3
CCNC(=S)N(CCc1c(C)[nH]c2ccc(OC)cc12)Cc1cccnc1 | -2.6 | 87.5 | 0.4 | -1.7 | 8.3 | 3.1 | 20.1 | -11.1 | -4.4 | -3.8 | -4.5
Cc1ccc2c(c1)CC1(CN2C)C(=O)OC2(CCCCC2)OC1=O | 3.4 | · | -0.1 | -0.2 | · | 0.3 | -1.4 | -0.9 | 0.2 | 11.3 | 1.2
C=CCNC(=O)Nc1ccc(F)c(Cl)c1 | 3.5 | 106.9 | -1.3 | -0.3 | -12.0 | 0.1 | 7.9 | 5.2 | -1.2 | 4.4 | -5.0
O=C1/C(=N\S(=O)(=O)c2cccs2)C([n+]2cccc(Cc3ccccc3)c2)=C([O-])c2ccccc21 | · | 91.5 | 1.1 | 4.5 | -8.1 | · | · | · | · | 8.2 | ·
CN1C[C@@H]2[C@@H]3C(=O)N(Cc4ccccc4)C(=O)[C@@H]3[C@](Cc3ccccc3)(C1=O)N2C(=O)c1ccc(Cl)cc1 | 2.0 | 104.7 | · | · | -0.2 | -0.3 | 9.4 | 0.7 | -1.6 | · | 1.9

Bioassay records from PubChem BioAssay.
